MrgX1 ag: activates human MrgX1 receptor signaling | B-score at 10 µM | MrgX1-HEK293 cells, Fluo-4 calcium fluorescence, agonist mode; stronger effect = higher value | AID 588627 | actives 0.44% (n = 310,000);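 active = calcium response B-score plate-corrected fluorescence ratio at least 3 library SD, with starting fluorescence B-score inside 5 SD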
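System – MrgX1-expressing HEK293 cells · Incubation – cells plated overnight, dye loaded 0.5 h 37 °C, 0.5 h room temperature · Technique – kinetic Fluo-4 NW fluorescence of intracellular calcium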
RGS4 inh: human RGS4 inhibition; HEK293 M3R/RGS4 inducible, Fluo-4 calcium flux; stronger effect = higher value; triggered by carbachol at its EC20; P49798; B-score at 10 µM; actives 0.45% (n = 310,000);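 active = B-score, a plate-corrected calcium signal, over three deviations above library mean, with baseline fluorescence within five deviations of library mean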;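 note: RGS4 expression induced by doxycycline in cells with stable M3 receptor; B-score is computed from the integrated fluorescence ratio over baseline after carbachol; higher B-score means a larger calcium signal and so more RGS4 inhibition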
ANO1 activ: activates or potentiates the mouse TMEM16A chloride channel. AID 623877. actives 0.3% (n = 340,000). B-score at 10 µM. Q8BHY3. HEK293 TMEM16A/YFP-H148Q/I152L, iodide quench fluorescence; stronger effect = lower value;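 active = fluorescence-ratio B-score plate-corrected deviation score at least 3 library SD below zero, with starting fluorescence score within 5 deviations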;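 note: channel opened by trigger with iodide after compound preincubation; score built on the fluorescence ratio of max minus min over baseline; more negative score means more quench and so TMEM16A activation or potentiation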
Target sequence (Q8BHY3 whole entry, looked up): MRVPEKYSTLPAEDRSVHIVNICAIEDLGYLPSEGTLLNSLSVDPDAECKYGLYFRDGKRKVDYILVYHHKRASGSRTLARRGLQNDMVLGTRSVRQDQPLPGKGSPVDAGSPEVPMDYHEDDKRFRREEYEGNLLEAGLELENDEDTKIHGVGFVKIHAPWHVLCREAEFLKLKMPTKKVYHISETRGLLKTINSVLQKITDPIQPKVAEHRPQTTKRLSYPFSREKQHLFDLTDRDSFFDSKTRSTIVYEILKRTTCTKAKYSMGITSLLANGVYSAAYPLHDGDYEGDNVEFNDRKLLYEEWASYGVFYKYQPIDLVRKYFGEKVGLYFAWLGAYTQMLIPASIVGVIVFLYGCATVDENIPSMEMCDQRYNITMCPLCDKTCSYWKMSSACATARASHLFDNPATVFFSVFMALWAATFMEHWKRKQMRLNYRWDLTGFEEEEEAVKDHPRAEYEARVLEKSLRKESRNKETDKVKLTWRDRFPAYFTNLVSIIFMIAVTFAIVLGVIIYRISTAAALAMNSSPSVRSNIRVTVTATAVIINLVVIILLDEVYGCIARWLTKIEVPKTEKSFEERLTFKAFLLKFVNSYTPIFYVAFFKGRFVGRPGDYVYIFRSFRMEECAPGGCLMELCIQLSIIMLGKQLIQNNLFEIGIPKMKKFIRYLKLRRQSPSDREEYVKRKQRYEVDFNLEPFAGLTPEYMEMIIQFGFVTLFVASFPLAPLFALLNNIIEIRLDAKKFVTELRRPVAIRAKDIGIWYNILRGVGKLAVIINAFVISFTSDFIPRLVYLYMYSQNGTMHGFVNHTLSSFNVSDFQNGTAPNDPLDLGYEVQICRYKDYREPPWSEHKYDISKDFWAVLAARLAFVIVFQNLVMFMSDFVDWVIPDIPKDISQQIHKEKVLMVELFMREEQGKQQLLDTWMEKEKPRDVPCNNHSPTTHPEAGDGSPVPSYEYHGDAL
TRPC6 act: activates the mouse TRPC6 cation channel | Q61143 | HEK293-TRPC6 membrane potential dye fluorescence; stronger effect = higher value | B-score at 10 µM | actives 0.13% (n = 310,000);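 active = B-score of the integrated fluorescence ratio above library mean plus 3 SD, and starting fluorescence ratio within library mean plus 5 SD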;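 note: higher score means more depolarization so channel activation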
TRPC4 block: TRPC4 (mouse) channel inhibition; AID 2247; Q9QUQ5; HEK293 TRPC4beta/mu-opioid, DAMGO-evoked Fluo4 calcium flux; stronger effect = lower value; actives 0.39% (n = 300,000); B-score at 10 µM;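 active = B-score over 3 SD under the library average, no early fluorescence shift, positive overall ratio signal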
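Material: HEK293 cells with stable TRPC4beta plus mu-opioid receptor expression; probe or stimulus: DAMGO in two steps, submaximal then maximal; technique: Fluo4 calcium fluorescence by kinetic imaging, 5 s 1 Hz baseline; measure: integrated fluorescence ratio relative to baseline, converted to per-well B score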
MrgX1 allo act: allosterically activates human MrgX1 receptor signaling; Q96LB2; MrgX1-HEK293, Fluo-4 calcium flux, FDSS; stronger effect = higher value; B-score at 10 µM; actives 0.63% (n = 310,000);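 active = plate-corrected calcium response at least 3 library SD above typical, normal starting fluorescence, not activating the receptor alone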;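 note: compound read alongside a low EC10 to EC30 dose of BAM8-22 agonist; peak minus trough fluorescence over baseline measured at the second addition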
TRPC6 inhibitor: inhibitors of mouse TRPC6 channel | Q61143 | HEK293-TRPC6, membrane potential dye, ACh-evoked depolarization; stronger effect = lower value | B-score at 10 µM | actives 1.1% (n = 310,000) | AID 2553;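 active = B-score under library mean minus 3 SD, initial fluorescence not abnormally high, positive integrated signal ratio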;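 note: B-score derived from integrated fluorescence ratio over the kinetic read; more negative B-score means stronger inhibition of depolarization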
TRPC4 PAM: allosterically enhances the mouse TRPC4 cation channel; B-score at 10 µM; Q9QUQ5; AID 2227; actives 0.42% (n = 310,000); HEK293 TRPC4beta/mu-opioid, DAMGO EC20, Fluo-4 Ca2+ flux; stronger effect = higher value;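 active = B-score of calcium response area above 5 SD of library B-scores, with initial fluorescence ratio within 5 SD of library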;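 note: B-score of integrated fluorescence ratio over time as area under calcium response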
TMEM16A inh: inhibitors of mouse TMEM16A calcium-activated chloride channel. Q8BHY3. normalized B-score (activity score, 25-100; higher = stronger inhibition) at 10 µM. HEK293 TMEM16A/YFP iodide influx fluorescence, ionomycin. actives 1.2% (n = 310,000);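 active = ratio plate-corrected score three or more library SD toward inhibition, starting fluorescence score within five deviations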;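 note: score derived from kinetic fluorescence span divided by baseline fluorescence per well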
MrgX1 antagonist: human MrgX1 receptor antagonism, primary screen; Q96LB2; MRGX1-HEK293 calcium flux, Fluo-4, BAM8-22 antagonism; stronger effect = lower value; B-score at 10 µM; actives 1.3% (n = 310,000); AID 588676;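 active = calcium-response B-score plate-corrected more than 3 library SD below zero, starting fluorescence within 5 deviations, no agonist response on first addition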;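 note: peak minus trough fluorescence over baseline after final BAM8-22 challenge near maximal dose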
TRPC4 act: opens the mouse TRPC4 cation channel. Q9QUQ5. HEK293 TRPC4beta/mu-opioid, Fluo4 calcium fluorescence; stronger effect = higher value. B-score at 10 µM. actives 0.49% (n = 310,000);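 active = B-score above 5 SD of library B-scores, and initial fluorescence ratio not above library mean plus 5 SD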;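 note: positive B-score marks a calcium rise read as TRPC4 activation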
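Incubation: 45 min room-temperature Fluo4 loading, 110 s read / System: HEK293 cells stably co-expressing mouse TRPC4beta and mu-opioid receptor / Signal: Fluo4 fluorescence, kinetic / Control set: buffer (low) and maximal DAMGO (high) / Measure: integrated baseline-normalised fluorescence ratio, converted to per-well B score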
An asterisk follows results filed as active; i = inactive; nt = no result given.

SMILES	MrgX1 ag	RGS4 inh	ANO1 activ	TRPC6 act	TRPC4 block	MrgX1 allo act	TRPC6 inhibitor	TRPC4 PAM	TMEM16A inh	MrgX1 antagonist	TRPC4 act
Cc1ccc(-n2nc3c(=O)n(C(C)C(=O)NCCC4=CCCCC4)nc(C)c3c2C)cc1 (configuration not stated)	i	i	i	i	i	i	i	i	25*	i	i
CC1(C)Cc2cccc(OCC(=O)N3CCN(c4ccc([N+](=O)[O-])cc4)CC3)c2O1	i	i	i	i	i	i	i	i	i	i	i
COc1cccc(/C=C(/C#N)c2nc3ccccc3[nH]2)c1OC(C)C(=O)O (configuration not stated)	i	i	i	i	i	i	i	i	i	i	i
Cc1cc(C)nc(SCC(=O)Nc2ccc(S(=O)(=O)NC(C)(C)C)cc2)n1	i	i	i	i	i	i	i	i	i	i	i
COCCN(C(=O)COC(=O)c1cc2ccccc2cc1OC)c1c(N)n(Cc2ccccc2)c(=O)[nH]c1=O	i	i	i	i	i	i	i	i	i	i	i
CCn1ccc(=O)c2cc3c(cc21)OCO3	i	i	i	i	i	i	i	i	i	i	i
O=C(NCc1ccc(Cl)cc1Cl)Nc1ccccc1	i	i	i	i	i	i	i	i	i	i	i
O=C(O)CC1C(=O)NCCN1Cc1cccs1 (configuration not stated)	i	i	i	i	i	i	i	i	i	i	i
CCC(OC(=O)c1nsc(Cl)c1Cl)C(=O)NC(C)(C)CC (configuration not stated)	i	i	i	i	i	i	i	i	i	i	i
CC/C(=N\NC(=O)C(N)=O)c1ccccc1O	i	i	i	i	i	i	i	i	i	i	i
CCC(C)(C)NC(=O)C(c1ccc(OC)cc1)N(C(=O)CCC(=O)Nc1cc(C)on1)c1ccc2c(c1)OCCO2 (configuration not stated)	i	i	i	i	i	i	i	i	i	i	i
CNC(=S)Nc1ccc(Nc2ccccc2)cc1	i	i	i	i	i	i	i	i	i	i	i
O=C(c1cc(COc2ccc(F)c(F)c2)on1)N1CCN(C/C=C/c2ccccc2)CC1	nt	i	i	i	i	nt	i	i	nt	nt	i
CCn1c(C)nc2cc(C(=O)N/N=C/c3cccc(O)c3O)ccc21	i	i	i	i	i	i	i	77*	i	i	i
CN(C)CCCn1c(=O)n(Cc2ccco2)c(=O)c2c3c(sc21)CCCCC3	i	i	i	i	i	i	i	i	i	i	i
CC(=O)CSc1nnc(CSc2ncccn2)n1C1CCCCC1	i	i	i	i	i	i	i	i	i	i	i
O=C(Cn1cc([N+](=O)[O-])cn1)Nc1ccn(Cc2c(F)c(F)cc(F)c2F)n1	i	i	i	i	i	i	i	i	i	i	i
N#Cc1ccc(OCC(=O)N/N=C2/CC(c3ccccc3)Oc3ccccc32)cc1 (configuration not stated)	i	i	i	i	i	i	i	i	i	i	i
O=C1COc2ccccc2N1Cc1ccc(Cl)cc1	i	i	i	i	i	i	i	i	i	i	i
Cc1nnc(SCC(=O)Nc2nccs2)o1	i	i	i	i	i	i	i	i	i	i	i
COc1ccccc1C1C2=C(CCCC2=O)N(CC(=O)O)C2=C1C(=O)CCC2	i	i	i	i	i	i	i	i	i	i	i
Cc1ccc2sc(NC(=O)c3ccc(N4C(=O)CCC4=O)cc3)nc2c1C	i	i	i	i	i	i	i	i	i	i	i
O=C(NCC1COc2ccccc2O1)Nc1ccccc1F (configuration not stated)	i	i	i	i	i	i	i	i	i	i	i
COc1ccc(S(=O)(=O)N2CCSCC2)cc1C(N)=O	i	i	i	i	i	i	i	i	i	i	i
O=C(NC1CCCCC1)c1ccc(S(=O)(=O)N2CCCCC2)cc1	i	i	i	i	i	i	i	i	i	i	i
Cn1c(=O)n(C)c2cc([N+](=O)[O-])c(N3CCN(C(=O)c4ccccc4)CC3)cc21	i	i	i	i	i	i	i	i	i	i	i
CCCCCCCCCCCCN1[C@@H](CC(C)=O)c2cc(F)ccc2S1(=O)=O	i	i	i	i	i	i	i	i	i	i	i
O=C(NC1CCSc2ccccc21)c1ccc(F)cc1 (configuration not stated)	i	i	i	i	i	i	i	i	i	i	i
Cc1ccc2nc(-c3cccc(Br)c3)cc(C(=O)NC3CC3)c2c1	i	i	i	i	i	i	i	i	i	i	i
COc1ccc(C2=NN(C(=O)CSc3nc(=O)n4cccc(C)c4n3)C(c3ccc(C)cc3)C2)cc1 (configuration not stated)	i	i	i	i	i	i	i	i	i	i	i
COCCn1c(SCc2cccc(F)c2)nc2cc(C(=O)OC)ccc2c1=O	i	i	i	i	i	i	i	i	i	i	i
CN(C)c1ccc(N/C(N)=N/c2nc(C(F)(F)F)cc(C(F)(F)F)n2)cc1	i	i	i	i	i	i	i	i	i	i	i
CCC(=O)Nc1cccc(NC(=S)NC(=O)Cc2ccccc2)c1	i	i	i	i	i	i	i	i	i	i	i
CC(C)C1Nc2c(O)cc(Cl)c([N+](=O)[O-])c2C2C=CCC21 (configuration not stated)	nt	i	i	i	i	nt	i	i	nt	nt	i
Cc1cc(=O)[nH]c(CN2CCC(c3ccccc3)CC2)n1	i	i	i	i	i	i	i	i	i	i	i
CS(=O)(=O)N1CCc2cc(S(=O)(=O)N3CCCCC3)ccc21	i	i	i	i	i	i	i	i	i	i	i
CC(C)CCN1CCN(CCCn2cccn2)CC1CCO (configuration not stated)	i	i	i	i	i	i	i	i	i	i	i
Cc1onc(-c2ccncc2)c1C(=O)O	i	i	i	i	i	i	i	i	i	i	i
O=C(COC(=O)c1cc(S(=O)(=O)N2CCCCC2)ccc1N1CCOCC1)c1ccccc1	i	i	i	i	i	i	i	i	i	i	i
Fc1ccccc1NC(=S)NC1CCCC1	i	i	i	i	i	i	i	i	i	i	i
CC1CN(Cc2cc(=O)oc3cc(O)c(Cl)cc23)CC(C)O1 (configuration not stated)	i	i	i	i	i	i	i	i	i	i	i
CCCNC(=O)C(CC)NS(=O)(=O)c1ccc(OC)cc1 (configuration not stated)	i	i	i	i	i	i	i	i	i	i	i
Cc1ccc(NC(=O)CCNC(=O)c2ccco2)cc1F	i	i	i	i	i	i	i	i	i	i	i
CSCCC(NS(=O)(=O)c1ccc2c(c1)Cc1cc(S(=O)(=O)NC(CCSC)C(=O)O)ccc1-2)C(=O)O (configuration not stated)	i	i	i	i	i	i	i	i	i	i	i
COc1cc(NC(=O)/C=C/c2ccccc2)c(C(=O)O)cc1OC	i	i	i	i	i	i	i	i	i	i	i
Cc1cc2ccccc2n1CCNC(=O)C1CCCC1	i	i	i	i	i	i	i	i	i	i	i
COc1ccc(S(=O)(=O)N(CCN2CCOCC2)Cc2cc(OC)ccc2OC)cc1	i	i	i	i	i	i	i	i	i	i	i
O=C(Nc1ccccc1)N1N=C(c2cccs2)CC1c1cccs1 (configuration not stated)	i	i	i	i	i	i	i	i	i	i	i
CC(=O)Nc1nc(C)c(CCCOc2ccc([N+](=O)[O-])cc2)c(=O)[nH]1	i	i	i	i	i	i	i	i	i	i	i
O=C(CSc1nc(=O)n(CCCN2CCOCC2)c2c1CCC2)Nc1ccc(F)cc1	i	i	i	i	i	i	i	i	i	i	i
COC(=O)c1c(C)cc(O)c(C)c1O	i	i	i	i	i	i	i	i	i	i	i
O=c1cc(CSc2ccc([N+](=O)[O-])cc2)nc2sccn12	i	i	i	i	i	i	i	i	i	i	i
CNC(C)C#Cc1ccc2c(=O)c3cc(C)c(C)cc3oc2c1 (configuration not stated)	i	i	i	i	i	i	i	i	i	i	i
Cc1csc(NC(=O)CCNS(=O)(=O)c2ccc3c(c2)c(=O)n(C)c(=O)n3C)n1	i	i	i	i	i	i	i	i	i	i	i
CCOc1ccc(C(=O)N/N=C/c2cc([N+](=O)[O-])cs2)cc1	i	i	i	i	i	i	i	i	i	i	i
C=CCN(C(=O)CNC(=O)c1ccco1)C(C(=O)NC1CCCCC1)c1ccc(OC)cc1OC (configuration not stated)	i	i	i	i	i	i	i	i	i	i	i
Cc1c(Cl)cccc1NC(=O)CC1SCCNC1=O (configuration not stated)	i	i	i	i	i	i	i	i	i	i	i
CCOC(=O)CSc1nc2ccccc2n1C(=O)OCC	i	i	i	i	i	i	i	i	i	i	i
Cc1cc(C)c2nc3sc(C(=O)N4CCOCC4)c(N)c3cc2c1	49*	i	i	23*	i	i	-5*	i	i	i	i
CCCCNC(=O)CSc1nc2ccc(Nc3nc(N4CCOCC4)nc(N4CCOCC4)n3)cc2s1	i	i	i	i	i	i	i	i	i	i	i

Two of the compounds above, with two lines to a compound.
Every second line gives: MrgX1 ag	RGS4 inh	ANO1 activ	TRPC6 act	TRPC4 block	MrgX1 allo act	TRPC6 inhibitor	TRPC4 PAM	TMEM16A inh	MrgX1 antagonist	TRPC4 act
> Cc1cc(C)c2nc3sc(C(=O)N4CCOCC4)c(N)c3cc2c1
    49*	i	i	23*	i	i	-5*	i	i	i	i
> CCCCNC(=O)CSc1nc2ccc(Nc3nc(N4CCOCC4)nc(N4CCOCC4)n3)cc2s1
    i	i	i	i	i	i	i	i	i	i	i

Additional entries.
SMILES	MrgX1 ag	RGS4 inh	ANO1 activ	TRPC6 act	TRPC4 block	MrgX1 allo act	TRPC6 inhibitor	TRPC4 PAM	TMEM16A inh	MrgX1 antagonist	TRPC4 act
COc1ccc(C2CC(c3ccccc3)=NN2c2ccc(S(N)(=O)=O)cc2)cc1OC (configuration not stated)	i	8.5*	-6.1*	i	i	i	i	i	i	i	i
CC(=O)N(C1=C(N2CCOCC2)C(=O)c2ccccc2C1=O)c1ccc(C(=O)O)cc1	i	i	i	i	i	i	i	i	i	i	i
Nc1ccc(C(=O)N2CCN(S(=O)(=O)c3ccc4c(c3)OCCO4)CC2)cc1[N+](=O)[O-]	i	i	i	i	i	i	i	i	i	i	i
CCOC(=O)c1c(C)oc2c1c(C=NCCO)c(O)c1ccccc12	nt	i	i	i	i	nt	i	i	nt	nt	i
CCN(Cc1ccccc1)S(=O)(=O)c1cc2c3c(c1)CCN3C(=O)CC2	nt	i	i	i	i	nt	i	i	nt	nt	i
CC(Nc1cc(N2CCNCC2)ccc1[N+](=O)[O-])c1ccccc1 (configuration not stated)	i	i	i	i	i	i	-7.1*	i	i	i	75*
Clc1ccc(CN=C2Nc3ccccc3CS2)cc1	i	i	i	i	i	i	i	i	i	i	i

Assay outcomes (PubChem BioAssay)

Random draw from the library. Share with any hit: about 5.8%.
